MrgX1 antag – antagonists of human MrgX1 receptor; Q96LB2; MRGX1-HEK293 calcium flux, Fluo-4, BAM8-22 antagonism; hits give low values; B-score at 10 µM; 1.3% of 310,000 active; AID 588676;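 active = calcium-response B-score plate-corrected more than 3 library SD below zero, starting fluorescence within 5 deviations, no agonist response on first addition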;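 also: peak minus trough fluorescence over baseline after final BAM8-22 challenge near maximal dose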
TRPC4 PAM – allosteric potentiators of mouse TRPC4 channel; Q9QUQ5; HEK293 TRPC4beta/mu-opioid, DAMGO EC20, Fluo-4 Ca2+ flux; hits give high values; B-score at 10 µM; 0.42% of 310,000 active; AID 2227;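 active = B-score of calcium response area above 5 SD of library B-scores, with initial fluorescence ratio within 5 SD of library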;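 also: B-score of integrated fluorescence ratio over time as area under calcium response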
Target sequence (Q9QUQ5 whole entry, looked up): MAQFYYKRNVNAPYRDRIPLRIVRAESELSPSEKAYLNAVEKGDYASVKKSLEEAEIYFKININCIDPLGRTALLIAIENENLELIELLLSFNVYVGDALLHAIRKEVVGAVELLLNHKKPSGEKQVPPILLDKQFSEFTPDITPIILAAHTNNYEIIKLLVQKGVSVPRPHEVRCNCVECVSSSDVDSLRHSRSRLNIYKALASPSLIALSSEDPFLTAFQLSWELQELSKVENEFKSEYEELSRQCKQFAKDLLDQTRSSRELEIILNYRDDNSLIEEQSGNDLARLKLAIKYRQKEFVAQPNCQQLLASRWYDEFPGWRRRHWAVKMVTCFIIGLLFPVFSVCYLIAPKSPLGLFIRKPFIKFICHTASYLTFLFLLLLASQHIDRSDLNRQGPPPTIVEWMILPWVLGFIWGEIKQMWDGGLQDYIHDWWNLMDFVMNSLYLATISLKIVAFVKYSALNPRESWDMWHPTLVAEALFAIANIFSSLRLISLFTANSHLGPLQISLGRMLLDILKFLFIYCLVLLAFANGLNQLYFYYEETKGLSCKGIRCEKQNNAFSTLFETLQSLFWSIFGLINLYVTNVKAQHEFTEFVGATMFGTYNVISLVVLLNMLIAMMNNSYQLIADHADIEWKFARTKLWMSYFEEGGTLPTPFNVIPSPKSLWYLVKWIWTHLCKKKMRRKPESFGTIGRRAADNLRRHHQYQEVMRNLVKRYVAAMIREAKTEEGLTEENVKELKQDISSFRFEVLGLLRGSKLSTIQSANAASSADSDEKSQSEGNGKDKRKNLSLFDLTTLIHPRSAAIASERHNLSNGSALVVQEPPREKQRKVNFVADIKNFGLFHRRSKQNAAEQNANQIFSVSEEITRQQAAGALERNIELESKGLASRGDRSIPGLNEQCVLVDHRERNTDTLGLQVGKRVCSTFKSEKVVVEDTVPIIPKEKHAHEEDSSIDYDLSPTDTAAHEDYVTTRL
TRPC4 act – opens the mouse TRPC4 cation channel | 0.49% of 310,000 active | Q9QUQ5 | HEK293 TRPC4beta/mu-opioid, Fluo4 calcium fluorescence; hits give high values | B-score at 10 µM;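 active = B-score above 5 SD of library B-scores, and initial fluorescence ratio not above library mean plus 5 SD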;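 also: positive B-score marks a calcium rise read as TRPC4 activation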
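Technique: kinetic Fluo4 calcium fluorescence; Test system: TRPC4beta and mu-opioid receptor HEK293 stable cells; Measure: B-scored integrated calcium fluorescence ratio; Benchmarks: low control buffer alone, high control maximal DAMGO; Schedule: 45 min room-temperature Fluo4 loading, 110 s read.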
aSyn 5UTR inh – MLPCN primary screen, SNCA 5' untranslated region; alpha-synuclein 5'UTR reporter, inhibitor activity; inhibition, % (tested at 7.5 µM); 0.82% of 300,000 active; in the data active = inhibition above about 60%;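 also: H4 neuroglioblastoma cells stably carrying SNCA 5'UTR luciferase fusion; 0% = DMSO wells and 100% = positive control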
IEC-6 cytotox – kills IEC-6 intestinal cells in KLF5 counter-screen. IEC-6 cytotoxicity, luminescence viability. inhibition, % at 5 µM. 0.78% of 290,000 active. AID 1825; in the data active = inhibition above about 22%;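 also: 0% = plate median of test compound wells and 100% = cytotoxic reference compound wells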
SKKanGAS inh – inhibitors of SKKanGAS S. pyogenes growth in kanamycin (SK-promoter or general growth effect). BacTiter-Glo, 6 h. inhibition, % at 7.5 µM. 1.3% of 300,000 active;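 active = mean replicate score, as percent of positive control median, at least 50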;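 also: strain carries kanamycin resistance gene driven by streptokinase promoter and grows in 40 µg/ml kanamycin; loss of luminescence reflects streptokinase promoter inhibition or plain growth inhibition; 0% = median of DMSO wells and 100% = positive control at its reference dose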
TRPC4 block – TRPC4 (mouse) channel inhibition; HEK293 TRPC4beta/mu-opioid, DAMGO-evoked Fluo4 calcium flux; hits give low values; B-score at 10 µM; 0.39% of 300,000 active; AID 2247;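 active = B-score over 3 SD under the library average, no early fluorescence shift, positive overall ratio signal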
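Material: HEK293 cells with stable TRPC4beta plus mu-opioid receptor expression; probe or stimulus: DAMGO in two steps, submaximal then maximal; technique: Fluo4 calcium fluorescence by kinetic imaging, 5 s 1 Hz baseline; measure: integrated fluorescence ratio relative to baseline, converted to per-well B score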
KLF5 inhibitor – inhibitors of KLF5 expression; inhibition, % at 5 µM; 0.23% of 290,000 active; DLD-1 KLF5 promoter-luciferase reporter, luminescence;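 active = inhibition above a per-plate limit of that plate's mean compound inhibition plus 3 SD, cut at about 60% in these data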;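 also: 0% = DMSO wells and 100% = LY294002 at 200 µM; higher means less KLF5 promoter-driven luciferase light; inactives centre near -14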
HIF activator – HIF pathway transcriptional activation | activation, % at 7.5 µM (by protocol) | 0.32% of 300,000 active | U2OS HRE-luciferase reporter, luminescence; normalized: DMSO 0%, desferrioxamine 100% | AID 1910;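 active = mean activation of at least 10% of the iron chelator positive control signal, with at least half of replicates also reaching 10%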
TRPC6 act – activators of mouse TRPC6 channel; AID 2550; Q61143; HEK293-TRPC6 membrane potential dye fluorescence; hits give high values; 0.13% of 310,000 active; B-score at 10 µM;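 active = B-score of the integrated fluorescence ratio above library mean plus 3 SD, and starting fluorescence ratio within library mean plus 5 SD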;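 also: higher score means more depolarization so channel activation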
TRPC6 inhibitor – inhibitors of mouse TRPC6 channel; Q61143; HEK293-TRPC6, membrane potential dye, ACh-evoked depolarization; hits give low values; B-score at 10 µM; 1.1% of 310,000 active;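 active = B-score under library mean minus 3 SD, initial fluorescence not abnormally high, positive integrated signal ratio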;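 also: B-score derived from integrated fluorescence ratio over the kinetic read; more negative B-score means stronger inhibition of depolarization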
Starred values were filed as active, the others as inactive; i = inactive; nt = no result given. An unsorted share of the library (roughly 5.8% active in at least one column).

SMILES	MrgX1 antag	TRPC4 PAM	TRPC4 act	aSyn 5UTR inh	IEC-6 cytotox	SKKanGAS inh	TRPC4 block	KLF5 inhibitor	HIF activator	TRPC6 act	TRPC6 inhibitor
CCC(C)NC(=O)c1c(F)c(F)c(F)c(F)c1F (stereo not drawn)	i	i	i	12.9	-5.0	3.5	i	-19.1	0.6	i	i
O=C(NCCCN1CCOCC1)C(=O)N/N=C/c1ccccc1	i	i	i	-9.3	0.3	-1.9	i	-3.5	-0.2	i	i
COc1ccc(C2C(C#N)=C(N)N(c3ccccc3C#N)C3=C2C(=O)CCC3)cc1CN1CCCC1 (stereo not drawn)	i	i	i	24.5	7.6	-16.1	i	12.7	-0.1	i	i
CCN(C(=O)c1cc(Cl)ccc1OC)c1ccccc1	i	i	i	9.8	4.6	-0.5	i	-32.3	0.2	i	i
Cc1ccc(-c2c(C(=O)O)c(C(=O)O)c3n2CSC3)cc1	i	i	i	-0.8	-5.0	0.3	i	-42.2	1.7	i	i
CCN(CC)S(=O)(=O)c1ccc(Cl)c(C(=O)NCCN2CCOCC2)c1	i	i	i	-6.1	-2.9	-2.9	i	-13.4	0.0	i	i
CCCCCC(=O)NNC(=O)c1c(O)c2ccccc2n(CC)c1=O	i	i	i	-1.5	5.7	93.5*	i	-16.1	0.2	i	i
CC(C)c1c(C(=O)N/N=C/c2ccc3c(c2)OCO3)nnn1-c1nonc1N	i	i	i	-33.7	-1.1	-7.7	i	-40.3	0.3	i	i
NC(=O)NC(CC(=O)N1CCc2ccccc2C1)c1ccc(Cl)cc1 (stereo not drawn)	i	i	i	11.6	3.0	-2.0	i	9.8	-0.1	i	i
Cc1cc(C)nc(N2CCCC(C(=O)NCC(c3ccccc3)c3ccccc3)C2)n1 (stereo not drawn)	i	i	i	4.7	-3.6	9.1	i	3.7	0.2	i	i
CC1=Nn2c(nnc2-c2ccccc2)SC1	i	i	i	10.7	-0.4	0.2	i	-23.2	0.5	i	i
O=C1N=c2ccccc2=C1c1sc(=S)n(-c2ccc(O)cc2)c1O	i	i	i	-13.6	0.7	1.5	i	23.8	-0.4	i	i
O=C(CCSc1nnc(-c2ccc(O)cc2)o1)N1CCOCC1	i	i	i	-15.1	-4.3	-4.9	i	-29.8	-0.3	i	i
COc1ccc(CNC(=O)CN2C(=O)COc3ccc(S(=O)(=O)NC4CCCC4)cc32)cc1	i	i	i	13.7	9.1	-5.4	i	-9.8	0.2	i	i
Cc1cc(=S)cc(C)n1CCCn1ccnc1	i	i	i	4.2	1.1	0.9	i	-1.6	-0.3	i	i
O=c1c(Cl)c(NCC2CCCO2)cnn1C12CC3CC(CC(C3)C1)C2 (stereo not drawn)	i	i	i	-3.1	-4.1	1.1	i	-18.6	-0.1	i	i
Cc1cc(SCC(=O)c2cc3ccccc3o2)nc2ccccc12	i	i	i	-73.2	4.7	-12.0	i	1.9	1.1	i	i
Cc1ccc(OCc2nnc(SCc3nc4ccccc4[nH]3)n2Cc2ccco2)cc1	i	i	i	-3.4	14.9	10.7	i	-13.6	-0.2	i	i
Cc1ccc(N2OC3C(=O)NC(=O)C3C2c2ccco2)cc1 (stereo not drawn)	i	i	i	-6.8	-5.6	1.6	i	10.9	0.0	i	i
CCS(=O)(=O)NCCc1csc(-c2ccccc2)n1	i	i	i	-63.2	-0.3	-2.9	nt	-33.5	0.6	i	i
COc1ccc(OC)c(C(=O)CN2CCN(S(=O)(=O)c3ccc(Br)cc3)CC2)c1	i	i	i	3.6	1.8	0.1	i	-9.2	-0.4	i	i
C=CCNc1ccc(F)c(F)c1N1CCCCCC1=O	i	i	i	1.1	2.2	-3.2	i	-8.7	-0.4	i	i
OCCCn1c(C2CCCN2c2nc(-c3ccc(Cl)cc3)cs2)nc2cc(C(F)(F)F)ccc21 (stereo not drawn)	i	i	i	-37.5	nt	32.0	i	nt	-0.3	i	i
Cc1c(CNC2CCC(C)CC2)c(C(=O)O)c(C)n1Cc1ccccc1 (stereo not drawn)	i	i	i	-11.0	-1.5	1.1	i	-37.4	-0.7	i	i
CCCCCCc1ccc(N2C[C@H](Cc3ccccc3)[C@@H](CC(=O)Nc3ccccc3)C2=O)cc1	i	i	i	6.8	-6.6	16.8	i	-5.3	0.4	i	i
Cc1cc(SCC(=O)Nc2cccc(S(=O)(=O)N3CCOCC3)c2)nc2ccccc12	i	i	i	3.4	-2.9	29.1	i	-18.2	-0.8	i	i
O=C(O)Cc1ccc(NC(=O)c2cnccn2)cc1	i	i	i	11.5	1.8	3.5	i	2.7	0.0	i	i
COc1cc(-c2nnc(COc3ccc(Cl)cc3C)o2)cc(OC)c1OC	i	i	i	25.4	1.7	-13.1	i	-57.1	0.3	i	i
CN(CC(=O)N1CCc2ccccc21)S(=O)(=O)c1cccs1	i	i	i	-129.8	-3.1	1.2	i	-164.2	2.7	i	i
CCOc1ccc(S(=O)(=O)N(CC)CC)cc1NS(=O)(=O)c1ccc(F)c(F)c1F	i	i	i	25.3	-2.4	3.6	i	-15.9	0.0	i	i
CCOc1cccc2cc(C(=O)N3CC(C)OC(C)C3)c(=O)oc12 (stereo not drawn)	i	i	i	-2.0	-2.2	0.2	i	9.8	-0.2	i	i
Cc1ccc(NC(=O)Cc2c(O)c3ccccc3[nH]c2=O)c(C)c1	i	i	i	5.1	-2.2	1.7	i	-19.8	-0.1	i	i
C=CCNc1ccc(N2C(=O)CCCC2=O)cc1[N+](=O)[O-]	i	i	i	-9.8	-7.1	5.2	i	-29.7	0.1	i	i
CCCN1CCN(C(=S)Nc2ccccc2C(F)(F)F)CC1	i	i	i	8.2	0.8	3.8	i	-0.5	-0.3	i	i
CC(C)NS(=O)(=O)c1cc(C(=O)O)ccc1Cl	i	i	i	22.5	5.5	0.3	i	4.0	-0.1	i	i
O=C(Nc1ccc2nc3n(c(=O)c2c1)CCCC3)c1cc([N+](=O)[O-])ccc1F	i	i	i	-50.7	6.7	7.3	i	-36.1	-12.0	i	i
CC(=O)Nc1ccc(NC(=O)C(C)OC(=O)CCCc2c[nH]c3ccccc23)cc1 (stereo not drawn)	i	i	i	1.0	nt	-7.0	i	nt	-0.1	i	i
CC1CC(c2ccccc2)n2nc(N3C(=O)c4ccccc4C3=O)nc2N1 (stereo not drawn)	i	i	i	7.0	-0.1	0.2	i	2.2	-0.1	i	i
O=C(COC(=O)c1ccc2c(c1)OCO2)NC1CCS(=O)(=O)C1 (stereo not drawn)	i	i	i	6.4	-2.0	-6.3	i	-2.2	-0.3	i	i
Cc1ccc(NC(=O)CC(C)CC2=NS(=O)(=O)c3ccccc3N2)cc1 (stereo not drawn)	i	i	i	21.2	1.0	-2.1	i	-39.5	-0.1	i	i
CC(=O)Nc1cccc(OCC(=O)NS(=O)(=O)c2ccc(C)cc2)c1	i	i	i	24.0	0.4	-5.5	i	-33.8	-0.2	i	i
Cc1ccc(-c2n[nH]c(=S)n2/N=C/c2c(C)nn(-c3ccccc3)c2C)cc1	i	i	i	33.1	-4.0	17.9	i	-46.3	-0.8	i	i
Cn1c(N)c(C(=O)COC(=O)C2CCCCC2)c(=O)n(C)c1=O	i	i	i	9.9	-4.4	-1.6	i	1.2	0.0	i	i
CCn1c(SCC(=O)Nc2nccs2)nnc1-c1cc2cccc(OC)c2o1	nt	i	i	20.1	5.6	-5.3	i	-15.4	0.3	i	i
O=C(COC(=O)c1cccc(S(=O)(=O)N2CCCCC2)c1)NC1CCCc2ccccc21 (stereo not drawn)	i	i	i	-5.3	0.2	5.7	i	-21.5	-0.5	i	i
COc1ccccc1-n1c(CCn2nc(C)c(Br)c2C)n[nH]c1=S	i	i	i	-13.9	-3.1	-6.6	i	-16.7	-0.3	i	i
O=C(CCN1C(=O)C2C3C=CC(C4CC34)C2C1=O)Nc1ccc(Cl)cc1O (stereo not drawn)	i	i	i	-38.4	-5.3	3.8	i	-44.3	-0.4	i	i
COc1ccc(-c2n[nH]c(=S)n2-c2ccc(Br)cc2)cc1OC	i	i	i	20.3	0.9	2.5	i	-31.2	-1.1	i	i
COc1ccc(Cc2nnc(NC(=O)c3cccc([N+](=O)[O-])c3)s2)cc1	i	i	i	-27.3	-6.2	3.6	i	-10.9	-0.1	i	i
CCO[C@H]1OC(C(=O)NCc2nc3ccccc3[nH]2)=C[C@@H](c2ccc(C(F)(F)F)cc2)[C@@H]1CCCO	i	i	i	22.4	9.6	13.2	i	12.5	-0.6	i	i
Cc1ccc(N2C(S)=C(C#N)C(=O)NC2c2ccco2)cc1 (stereo not drawn)	i	i	i	16.5	0.6	-0.5	i	-8.8	-0.3	i	i
N#CCCN(C(=O)COc1ccc(Br)cc1F)c1ccc(F)cc1	i	i	i	9.0	3.7	-4.0	i	8.1	0.7	i	i
CCOCC(=O)Nc1cc(C(=O)Nc2cc(C)cc(C)c2)ccc1Cl	i	i	i	-66.2	-2.0	6.3	i	-9.7	1.1	i	i
NS(=O)(=O)c1ccc(S(=O)(=O)N2CCCC2)cc1	i	i	i	-9.9	3.3	1.4	i	-17.4	-0.5	i	i
CCSC1=C(C#N)C2(CCCCC2)C2=C(CC(C)(C)CC2=O)N1	i	i	i	-9.8	8.7	-3.2	i	9.4	-0.6	i	i
COc1ccc(NC(=O)C2=C(C)NC(=O)NC2c2ccccc2[N+](=O)[O-])cc1 (stereo not drawn)	i	i	i	-2.6	11.2	-1.9	i	-33.8	0.2	i	i
Cc1cc(C)c(NC(=O)C[N+](C)(C)CC(O)COc2cccc3ccccc23)c(C)c1 (stereo not drawn)	i	i	i	10.4	-4.8	29.0	i	-7.4	0.0	i	i
O=C(COc1cc(O)c2c(=O)cc(-c3ccccc3)oc2c1)c1ccccc1	i	i	i	-10.6	1.1	9.0	i	-20.2	0.3	i	i

Complete entries as entered above:
`CCSC1=C(C#N)C2(CCCCC2)C2=C(CC(C)(C)CC2=O)N1` is listed with MrgX1 antag = i; TRPC4 PAM = i; TRPC4 act = i; aSyn 5UTR inh = -9.8; IEC-6 cytotox = 8.7; SKKanGAS inh = -3.2; TRPC4 block = i; KLF5 inhibitor = 9.4; HIF activator = -0.6; TRPC6 act = i; TRPC6 inhibitor = i
`COc1ccc(-c2n[nH]c(=S)n2-c2ccc(Br)cc2)cc1OC` is listed with MrgX1 antag = i; TRPC4 PAM = i; TRPC4 act = i; aSyn 5UTR inh = 20.3; IEC-6 cytotox = 0.9; SKKanGAS inh = 2.5; TRPC4 block = i; KLF5 inhibitor = -31.2; HIF activator = -1.1; TRPC6 act = i; TRPC6 inhibitor = i

Screening data from PubChem.
